Screening data as filed in PubChem.
OXTR agonist: human OXTR agonists, primary screen, fluorescence, CHO-OTR cells, Fluo-8 calcium; Fluo-8 calcium fluorescence; normalized: DMSO 0%, oxytocin 100%; Oxytocin receptor (Homo sapiens), P30559; 0.32% of 320,000 active; activation, % at 3 µM; AID 2435, 2010;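 active = activation above the mean of all tested compounds plus 3 SD, cutoff set per screening run, cut at about 20% in these data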;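 also: peak over basal fluorescence ratio from a 100 s FLIPR kinetic read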
GalR3 antag: GalR3 antagonists in HEK293 cells, primary screen, cell-based, fluorescence readout. Galanin receptor type 3 (Homo sapiens), O60755. HEK293 GalR3-CNG cAMP membrane potential fluorescence; galR3 body fused to GalR1 C-terminus. inhibition, % at 3 µM. 0.44% of 360,000 active. AID 651719, 2012;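 active = inhibition above the screen-wide average plus 3 SD, cut at about 13% in these data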;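 also: forskolin and galanin both at EC90 stimulate the cells; cAMP rise reported by CNG channel membrane potential dye signal; 0% = forskolin plus galanin with DMSO and 100% = forskolin alone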
Target sequence (O60755 1-299 limits assumed): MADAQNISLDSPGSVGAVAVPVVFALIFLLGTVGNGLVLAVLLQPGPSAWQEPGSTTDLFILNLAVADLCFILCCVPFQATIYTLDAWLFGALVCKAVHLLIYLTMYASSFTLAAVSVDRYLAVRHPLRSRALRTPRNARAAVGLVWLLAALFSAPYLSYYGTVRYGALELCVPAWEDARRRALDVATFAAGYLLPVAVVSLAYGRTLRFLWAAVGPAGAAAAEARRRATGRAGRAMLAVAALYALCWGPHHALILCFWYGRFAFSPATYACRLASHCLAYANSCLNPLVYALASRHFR
MEKK2mut PB1 HTS: MEK5 binding signal on mutant MEKK2 PB1, primary screen, biochemical, multiplex bead flow cytometry, Alexa488-MEK5; Alexa488-MEK5 binding to MEKK2 mutant; percent response, % at 10 µM; 0.35% of 290,000 active; AID 1530, 2009; in the data active = percent response above about 24%, passing the limit was not always enough; also: inactives centre near 1; some results filed as inactive read as strong as hits; reference of the scale not given here
V1aR counter: agonists of human V1a receptor, primary screen, counter-screen for OXTR agonist project, fluorescence, CHO-V1R cells. activation, % at 3 µM. Fluo-8 calcium fluorescence, agonist mode; 0% DMSO, 100% 3 nM vasopressin. 0.25% of 320,000 active;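 active = activation above the mean activation of all tested compounds plus 3 SD, per screening run, cut at about 20% in these data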;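 also: signal is peak over basal fluorescence ratio across a 100 second FLIPR read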
Target sequence (P37288 whole entry, looked up): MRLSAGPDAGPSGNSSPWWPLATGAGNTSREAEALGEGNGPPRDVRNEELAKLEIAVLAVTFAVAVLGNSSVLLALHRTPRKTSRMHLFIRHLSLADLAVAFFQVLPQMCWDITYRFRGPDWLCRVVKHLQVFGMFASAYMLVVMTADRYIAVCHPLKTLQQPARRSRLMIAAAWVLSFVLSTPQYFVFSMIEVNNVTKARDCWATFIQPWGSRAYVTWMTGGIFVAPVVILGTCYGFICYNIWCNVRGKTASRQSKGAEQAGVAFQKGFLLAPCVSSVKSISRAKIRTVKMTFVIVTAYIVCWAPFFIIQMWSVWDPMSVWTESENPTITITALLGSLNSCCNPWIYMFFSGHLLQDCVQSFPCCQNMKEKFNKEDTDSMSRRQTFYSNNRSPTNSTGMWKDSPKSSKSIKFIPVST
OXTR potentiator: human OXTR potentiators, primary screen, fluorescence, CHO-OTR cells, Fluo-8 calcium; Oxytocin receptor (Homo sapiens), P30559; Fluo-8 calcium fluorescence, potentiator mode; 0% = oxytocin EC15, 100% = EC100; activation, % at 3 µM; 0.061% of 320,000 active; AID 2445, 2010;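 active = activation above that plate's cutoff, the mean activation of tested compounds plus 3 SD, cut at about 6.6% in these data, passing the limit was not always enough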;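 also: 100% uses oxytocin at 75 nM as the full agonist control; some results filed as inactive read as strong as hits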
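test system = CHO-OTR cells, human receptor | compound = single-point 3.0 µM | schedule = 6 min compound pre-incubation at room temperature, 100 s kinetic read | signal = Fluo-8 no-wash calcium dye fluorescence, excitation 470-495 nm, emission 515-575 nm | repeats = single well per compound, singlicate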
PfM18AAP inh: PfM18AAP inhibitors, malaria aminopeptidase, primary screen, biochemical, QFRET, recombinant enzyme. inhibition, % at 7.35 µM. 1.2% of 290,000 active. M18 aspartyl aminopeptidase (Plasmodium falciparum 3D7). AID 1822, 2009. H-Glu-NHMec fluorogenic cleavage;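 active = inhibition above the campaign mean inhibition over all tested compounds plus 3 SD, cut at about 28% in these data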;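 also: 0% = plate median of test compound wells and 100% = 2 mM ZnCl2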
NALP1 inh: NALP1 inflammasome inhibitors in reconstituted yeast, colorimetric, S. cerevisiae, triplicate retest; inhibition, % at 10 µM; S. cerevisiae NALP1/ASC/caspase-1 growth, X-gal OD620, 72 h; 0.61% of 280,000 active; in the data active = inhibition mostly above about 24%, no sharp cut-off; inactive = mostly below about 32%; also: some compounds called inactive have numbers as strong as hits
GPR7 antag: GPR7 receptor antagonists, primary screen, cell-based, fluorescence, single concentration; Neuropeptides B/W receptor type 1 (Homo sapiens), P48145; GPR7-expressing cells, fluorescence antagonist assay; inhibition, % at 4.4 µM; 1.1% of 290,000 active; in the data active = inhibition above about 16%, passing the limit was not always enough;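 also: cells stimulated with the agonist NPW; 0% = agonist with vehicle and 100% = vehicle without agonist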
Target sequence (P48145 whole entry, looked up): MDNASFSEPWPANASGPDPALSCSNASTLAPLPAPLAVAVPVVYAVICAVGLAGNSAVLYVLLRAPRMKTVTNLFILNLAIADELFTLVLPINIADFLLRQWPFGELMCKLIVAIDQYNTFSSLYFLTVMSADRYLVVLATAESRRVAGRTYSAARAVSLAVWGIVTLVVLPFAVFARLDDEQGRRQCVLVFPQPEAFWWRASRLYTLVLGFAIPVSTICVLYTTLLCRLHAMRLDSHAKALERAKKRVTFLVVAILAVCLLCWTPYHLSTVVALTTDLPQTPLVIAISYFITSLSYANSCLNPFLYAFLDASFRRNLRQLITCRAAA
MEKK2wt PB1 HTS: modulators of MEK5 binding to wildtype MEKK2, primary screen, biochemical, multiplex bead flow cytometry, Alexa488-MEK5. Mitogen-activated protein kinase kinase kinase 2 (Homo sapiens), Q9Y2U5. Alexa488-MEK5 binding to MEKK2 WT; actives lie on both sides. binding response (% of control), % at 10 µM. 1.1% of 290,000 active. AID 1531, 2009; in the data active = binding response below about 67% or above about 130%
* hit, by the source's call; . = no result given.

SMILES	OXTR agonist	GalR3 antag	MEKK2mut PB1 HTS	V1aR counter	OXTR potentiator	PfM18AAP inh	NALP1 inh	GPR7 antag	MEKK2wt PB1 HTS
O=C(COC(=O)c1cccnc1Cl)Nc1cccc(S(=O)(=O)N2CCOCC2)c1	3.5	-1.8	.	3.3	-8.6	.	.	.	.
O=C(O)CCCn1ccc2cc(S(=O)(=O)N3CCCC3)ccc21	0.5	-6.5	4.0	0.9	-4.2	0.8	18.8	-11.3	104.0
Cc1ccnc(N2CCC(C(=O)Nc3ccc4c(c3)CCC4)CC2)n1	-1.7	-3.9	2.0	-0.3	-0.9	2.0	19.0	-8.5	100.0
CCCn1nnnc1NC(=O)c1ccc(C)cc1Cl	0.7	-6.0	3.0	-0.2	-6.9	0.5	7.2	2.6	107.0
O=C(CCSc1nc(-c2ccco2)cc(C(F)(F)F)n1)NCCc1ccccc1	-1.0	-0.6	-3.0	0.7	-1.6	2.6	6.6	-7.9	97.0
CN(C)CCNC(=O)C1CCN(S(=O)(=O)c2ccc3ccccc3c2)CC1	0.3	-3.4	7.0	1.7	8.0	7.0	28.7	0.1	106.0
Cc1[nH]c2ccccc2c1C(c1ccncc1)N1CCN(c2ccccn2)CC1 (stereo not drawn)	1.3	0.4	-1.0	1.1	-2.1	-2.7	4.7	-12.4	97.0
O=P(c1ccccc1)(c1ccccc1)N(c1ccccc1)c1ccccc1	-2.5	-11.7	0.0	-2.2	8.9	0.6	17.7	-1.7	104.0
Cn1c(=O)c2sccc2n2c(CCCC(=O)NCCc3ccccc3)nnc12	0.3	-1.4	-7.0	0.8	-14.0	-1.6	-22.2	-2.9	98.0
Cc1ccccc1N/N=C/c1ccc(C#N)cc1	-2.6	-3.8	-2.0	-0.2	1.6	-1.7	15.9	-10.5	95.0
Cc1ccc(CNC(=O)c2c(-c3ccccc3Cl)noc2C)cc1	-2.1	-9.9	2.0	-1.6	-10.9	-4.1	20.2	14.1	102.0
CCCOc1ccc(-c2c(C(=O)N/N=C/c3ccc(C)cc3)nnn2-c2nonc2N)cc1	0.7	-1.1	-7.0	0.8	22.2*	-0.4	20.1	-10.4	90.0

An excerpt from above in order of count of non-hydrogen atoms, descending:
SMILES	OXTR agonist	GalR3 antag	MEKK2mut PB1 HTS	V1aR counter	OXTR potentiator	PfM18AAP inh	NALP1 inh	GPR7 antag	MEKK2wt PB1 HTS
Cc1[nH]c2ccccc2c1C(c1ccncc1)N1CCN(c2ccccn2)CC1 (stereo not drawn)	1.3	0.4	-1.0	1.1	-2.1	-2.7	4.7	-12.4	97.0
Cn1c(=O)c2sccc2n2c(CCCC(=O)NCCc3ccccc3)nnc12	0.3	-1.4	-7.0	0.8	-14.0	-1.6	-22.2	-2.9	98.0
CN(C)CCNC(=O)C1CCN(S(=O)(=O)c2ccc3ccccc3c2)CC1	0.3	-3.4	7.0	1.7	8.0	7.0	28.7	0.1	106.0
Cc1ccnc(N2CCC(C(=O)Nc3ccc4c(c3)CCC4)CC2)n1	-1.7	-3.9	2.0	-0.3	-0.9	2.0	19.0	-8.5	100.0
Cc1ccccc1N/N=C/c1ccc(C#N)cc1	-2.6	-3.8	-2.0	-0.2	1.6	-1.7	15.9	-10.5	95.0

Following part.
SMILES	OXTR agonist	GalR3 antag	MEKK2mut PB1 HTS	V1aR counter	OXTR potentiator	PfM18AAP inh	NALP1 inh	GPR7 antag	MEKK2wt PB1 HTS
COc1ccc(C(=O)NCC(=O)NCC(c2ccco2)N(C)C)cc1OC (stereo not drawn)	-0.9	-1.4	15.0	-0.2	-12.6	12.5	18.2	-6.3	107.0
CC1(C(=O)N2CCN(c3ccc([N+](=O)[O-])cc3)CC2)CC1(Cl)Cl (stereo not drawn)	6.0	-8.6	11.0	4.0	-6.6	8.2	5.5	2.0	108.0
O=C(CSc1nnc(NC(=O)c2ccccc2F)s1)NCc1ccc(F)cc1	-0.6	2.3	6.0	0.1	-4.6	1.0	13.9	-6.6	108.0
C/C(=N\NC(=O)C(C)Sc1ccccc1)C(C)(C)C (stereo not drawn)	-0.3	-2.3	-2.0	-0.5	-14.4	-3.1	2.4	-0.5	100.0
CN(CCCC(=O)NCc1ccccc1)S(=O)(=O)c1ccc([N+](=O)[O-])cc1	1.7	-7.3	2.0	1.3	0.1	-12.8	13.9	-6.9	106.0
CN(C)C(=O)CSc1nnc([C@H](Cc2ccccc2)NC(=O)OC(C)(C)C)o1	0.2	-1.8	-4.0	-1.8	-7.8	13.1	-23.7	-5.8	99.0
CCOc1ccc(N(CC(=O)N2CCCC2)S(=O)(=O)c2ccc(Cl)cc2)cc1	-1.5	-6.9	-2.0	-1.0	-21.0	-0.2	11.1	7.4	98.0
Cc1cc(C(C)(C)C)n2nc(C)c(-c3ccccc3)c2n1	0.1	-2.4	2.0	1.0	-10.9	-1.5	25.8	9.1	106.0
O=C(Nc1ccccc1C(=O)O)c1cc(S(=O)(=O)Nc2ccccc2)ccc1Cl	0.8	-13.7	5.0	-0.5	-9.8	-0.1	14.5	-12.4	110.0
COc1cc(/C=N/Nc2nc(N3CCCCC3)nc(N3CCCCC3)n2)ccc1OC(=O)c1ccco1	0.6	.	-10.0	0.9	-1.7	1.0	14.7	-16.3	83.0
CC(C)COc1ccc(/C(=N/O)c2ccccc2)cc1	-0.6	-2.8	-9.0	-0.6	-3.5	-2.0	10.2	-7.4	87.0
Cc1cccc(N2CCN(C(=O)c3ccccn3)CC2C)c1 (stereo not drawn)	-0.7	-3.8	-3.0	-1.3	-7.4	-13.4	8.1	-6.0	86.0
CN(C)C(=O)c1ccc(-n2cnc3ccccc3c2=O)cc1	1.0	-0.9	-6.0	-0.5	-11.3	1.6	-1.7	0.2	98.0
CC(C)(C)c1cc(N)n2nc(C(C)(C)C)cc2n1	-2.5	9.9	-8.0	-0.9	1.1	10.3	5.1	3.2	94.0
CCc1nn2c(=O)cc(COc3ccc(/C=C4\C(=N)N5N=C(CC(C)C)SC5=NC4=O)cc3)nc2s1	0.8	.	2.0	0.6	-6.5	4.2	.	-8.8	96.0
COc1ccc(-c2[nH]ncc2/C=C(\C#N)C(=O)NC2CC2)cc1	-0.9	-4.6	2.0	0.2	-4.8	5.9	-9.4	-8.4	101.0
O=C(CC(c1ccc(F)cc1)c1ccco1)Nc1nccs1 (stereo not drawn)	-2.5	-1.7	-8.0	-0.9	-15.0	4.5	-16.6	-1.1	83.0
CC(=O)c1ccc(NC(=O)Oc2ccccc2)cc1	1.0	.	-7.0	0.9	-2.3	15.0	16.6	19.4	96.0
CCCc1ccc(-c2cc(C(=O)N/N=C/c3ccc([N+](=O)[O-])o3)c3ccccc3n2)cc1	-0.9	3.1	.	-0.9	-8.4	3.3	-1.9	-5.0	.
Cc1ccc(S(=O)(=O)NNC(=O)c2cnn(-c3ccccc3)c2C(F)(F)F)cc1	0.8	-4.3	4.0	0.9	-9.6	-3.0	12.2	-1.6	98.0
Cc1ccc(/C=C/S(=O)(=O)NCc2ccc(F)cc2)cc1	-1.1	-6.7	-1.0	-1.5	-7.0	3.8	-25.3	-6.6	97.0
Cc1ccc(S(=O)(=O)NCC2CCC(C(=O)NCc3cccnc3)CC2)cc1 (stereo not drawn)	0.6	-1.3	-11.0	0.6	-5.6	4.9	-1.6	0.0	79.0
COC(=O)Nc1ccc(OC)c(OC)c1	0.5	-1.3	-7.0	1.1	-3.2	0.8	9.8	-8.6	96.0
O=C(CSCc1cccc(F)c1)NCc1ccccc1	-0.7	7.1	-2.0	0.0	3.2	4.4	14.5	8.8	94.0
O=C(COC(=O)c1ccccc1)Nc1cccc(S(=O)(=O)N2CCOCC2)c1	0.4	-4.4	3.0	0.8	-21.9	3.0	6.6	-5.1	100.0
Cc1nc(-c2cccc(NS(C)(=O)=O)c2)cs1	0.8	-5.6	5.0	0.2	-2.2	-7.3	-13.6	-6.3	100.0
CC(C)Oc1ccc(C(=O)NC2CCSc3ccccc32)cc1 (stereo not drawn)	-1.8	1.8	-1.0	-0.7	-8.3	1.4	7.9	-10.5	97.0
O=C1N=c2ccccc2=C1c1sc(Nc2cccc(O)c2)nc1O	-1.8	-12.1	5.0	-1.1	-15.8	-0.6	11.5	18.6	100.0
Cc1cc(S(=O)(=O)NCCc2ccccc2)c(C)s1	-0.4	-3.1	-6.0	-0.9	0.1	1.3	-1.1	-8.2	94.0
O=c1cccccc1NCc1ccccc1	0.0	-1.1	-4.0	0.1	-0.8	41.9*	5.0	-5.3	96.0
Nc1nc(COC(=O)CCC(=O)c2ccc(Cl)cc2)nc(Nc2ccccc2)n1	5.2	-5.3	.	2.1	-10.1	.	.	.	.
CCc1cccc(NC(=O)Cn2cccc2)c1	-0.5	-5.8	10.0	0.8	-1.3	2.5	18.3	-12.3	108.0
Nn1c(=O)c2ccccc2n2c(SCc3ccc(C(F)(F)F)cc3)nnc12	0.0	2.7	-5.0	-1.3	-19.7	11.6	-1.2	5.6	96.0
O=[N+]([O-])c1cnc(N2CCCCC2)c([N+](=O)[O-])c1	-2.8	-4.2	0.0	0.0	-0.1	-2.0	20.2	-6.9	103.0
Cc1ccc(CS(=O)(=O)Cc2ccc(C(=O)NC3CCCCCC3)o2)cc1	0.6	-4.2	-3.0	4.0	-7.3	-2.7	-4.9	14.9	93.0
COc1cc2c(cc1OC)C(COc1cc(C)cc(C)c1)N(C(C)=O)CC2 (stereo not drawn)	0.3	-9.6	2.0	0.1	-2.7	1.9	13.6	-10.6	102.0
CC(=O)c1cc(C#N)c(Oc2ccc(F)cc2)nc1C	-2.9	-4.5	-13.0	-1.2	-9.8	-1.8	-9.8	-19.6	94.0
Nc1c(NCc2ccccc2)c2ccccc2oc1=O	-1.2	-3.1	0.0	0.3	-1.2	29.7*	16.9	-6.1	97.0
C#CCOCCOCCOCCNc1nc(N2CCN(C(=O)[C@H](C)n3cc(CCCN=C(N)N)nn3)CC2)nc(N2CCN(C(=O)[C@H](CCCCN)n3cc(CCCC)nn3)CC2)n1	.	.	-1.0	.	.	3.9	13.5	-0.4	110.0
Cc1cccc(-n2ncc(C#N)c2-n2cccc2)c1	-2.1	-6.8	7.0	-1.4	-6.7	-2.2	-17.8	-8.1	111.0
Cc1cc(NS(=O)(=O)Cc2ccccc2)no1	-0.1	-2.0	3.0	2.0	-9.3	-3.9	35.5	-12.6	107.0
O=C(/C=C/c1ccc(S(=O)(=O)NCc2ccco2)cc1)NCc1ccccc1Cl	-0.3	-1.4	3.0	0.7	-5.3	-7.3	30.9	3.0	94.0
COc1cc(C(=O)NCCOc2cccc3cccnc23)cc(OC)c1OC	1.3	7.5	-12.0	3.0	-10.9	-4.1	8.3	-12.7	90.0
COc1cc(C)c(S(=O)(=O)N2CCN=C2c2ccccc2)cc1C	-0.5	-3.7	-2.0	0.4	-0.9	2.1	4.4	7.7	102.0
